Mito fusion yeast: blocks mitochondrial division or promotes mitochondrial fusion; Potency, µM (highest dose often 46.1 µM), for inactives: at the top dose growth rescue (activation), hits mostly activators; AID 485298; S. cerevisiae fusion-defective mutant growth rescue, CellTiterGlo 48 h; 320,000 compounds, 0.23% hits;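 further: potency means the concentration at half of the fitted maximal effect; % of control where 0% means no effect; nearly all actives have a fitted effect of over 45% in size; temperature-sensitive fusion mutants such as fzo1-1 at 37 °C on non-fermentable ethanol glycerol medium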
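Temperature-sensitive fusion-defective S. cerevisiae (e.g. fzo1-1, mgm1-5) were grown with compound in YPEG medium (3% ethanol, 3% glycerol) for 48 hours at 37C. Growth rescue was measured as viability by CellTiterGlo luminescence after 10 minutes at ambient.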
A-T KAP1 phos: potential ataxia-telangiectasia treatment. […] A-T fibroblasts, KAP-1 phosphorylation AlphaLISA; neocarzinostatin DNA damage 30 min before lysis. Potency, µM (highest dose often 57.5 µM), inactives show top-dose activation, usual class: activators. 320,000 compounds, 0.19% hits. AID 485349; further: potency means the concentration at half of the fitted maximal effect; % of control where 0% means no effect; nearly all actives have a fitted effect of over 45% in size
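hTERT-immortalized A-T patient fibroblasts ([…]), 500 cells/well in OPTI-MEM, 1% FBS, got compounds for 60 min, then NCS for 30 min at 37C. Lysates were then assayed for phospho-KAP-1 by AlphaLISA (anti-pKAP1 donor, anti-KAP1 acceptor beads), 6 hr at 25C.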
MBNL1-CUG inh: MBNL1-poly(CUG) RNA binding inhibition; AID 2675; Potency, µM (highest dose often 57.5 µM), inactives show at the highest dose activity change, negative = inhibition, usual class: inhibitors; 280,000 compounds, 0.036% hits; TR-FRET MBNL1-His/biotin-(CUG)12 binding, 665/545 ratio; active means well fitted inhibition curve with a large enough effect in the signal ratio, with a control signal flat, not every such curve was filed as active; inconclusive means small, poorly fitted or top-dose-only effect, or effect the other way, or a change in a side signal; inactive means no such curve, though single readings can be large or run the other way; the % refers to the signal ratio; further: potency means the concentration at half of the fitted maximal effect; on the % scale 0 is the no-effect control and ±100 the full control effect
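Ratiometric TR-FRET (665 over 545 nm, excitation 340 nm) tracks disruption of MBNL1-His/biotin-(CUG)12 complex after 60 min at room temperature, with compounds at 92 nM to 58 uM final.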
TCR activator: T cell receptor activation | 330,000 tested, under 10 active | AID 504894 | Potency, µM (highest dose often 9.22 µM), inactives show at the highest dose activation of IL-2 secretion, most hits filed as activators | primary human leukocytes, anti-CD3, IL-2 HTRF, 48 h; further: % of control where 0% means no effect
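IL-2 produced over 48 hr by a-CD3 bead-stimulated primary human leukocytes exposed to compounds was detected with a homogeneous time-resolved FRET immunoassay, 665nm acceptor signal after 320nm excitation.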
Menin MLL FP TR: menin-MLL binding inhibition, Texas Red mutant peptide; O00255; Menin + Texas Red MLL mutant peptide, fluorescence polarization; Potency, µM (series often up to 61.6 µM), for the others: at the top dose FP activity change, negative = inhibition, hits mostly inhibitors; 270,000 compounds, 0.23% hits; AID 1768; active means well fitted inhibition curve with a large enough effect in the polarisation, with a control signal flat, not every such curve was filed as active; inconclusive means small, poorly fitted or top-dose-only effect, or effect the other way, or a change in a side signal; inactive means no such curve, though single readings can be large or run the other way; the % refers to the polarisation; further: potency means the concentration at half of the fitted maximal effect; % of control where 0% means no effect; many of its hits are not listed in these tables
Integrin act MD: activators of alpha7 integrin expression for muscular dystrophy; Potency, µM (doses to about 38.3 µM), for inactives: at the highest dose activation, usual class: activators; alpha7betagal myoblasts, beta-gal FDG fluorescence, 48 h; 350,000 compounds, 0.064% hits;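 further: potency means the concentration at half of the fitted maximal effect; 100% = response of the positive control SU9516; nearly all actives have a fitted effect of over 60% in size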
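Alpha7betagal+/- myoblasts (passage 13) were plated 16-24 hr, then exposed to compounds (1:260 dilution of DMSO stock) for 48 hours at 37C. After MPER lysis, β-galactosidase reporter activity was read as FDG fluorescence (ex 480/em 540) after 30 minutes.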
TSG101-PTAP inh: blocks PTAP/TSG101 interaction to inhibit HIV-1 budding; Q99816; Fluorescence polarization, FITC-PTAP peptide / Tsg101 binding; Potency, µM (titrated, usually from 115 µM), for the others: at the top dose activity change, negative = inhibition, usual class: inhibitors; 340,000 tested, under 10 active; AID 493005; active means well fitted inhibition curve with a large enough effect in the main read-out, with a control signal flat, not every such curve was filed as active; inconclusive means small, poorly fitted or top-dose-only effect, or effect the other way, or a change in a side signal; inactive means no such curve, though single readings can be large or run the other way; further: potency means the concentration at half of the fitted maximal effect; % of control where 0% means no effect
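FP read-out: FITC-PTAP peptide, 50 nM final, binding Tsg101 binding domain, 10 uM final; 20 min, r.t.; 10 mM HEPES pH 7.5, 0.15 M NaCl, 0.01% Tween 20, 3 mM EDTA, 0.1 mM TCEP.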
CXXC DNA block: blocks binding of human MLL CXXC domain to DNA; Q03164; MLL-CXXC / FITC-HOXA9 DNA fluorescence polarization; Potency, µM (top dose mostly 115 µM), for the others: at the top dose activity change, negative = inhibition, actives largely listed as inhibitors; 290,000 compounds, 0.037% hits; AID 2662; active means well fitted inhibition curve with a large enough effect in the polarisation, with a control signal flat, not every such curve was filed as active; inconclusive means small, poorly fitted or top-dose-only effect, or effect the other way, or a change in a side signal; inactive means no such curve, though single readings can be large or run the other way; the % refers to the polarisation; further: potency means the concentration at half of the fitted maximal effect
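Purified MLL-CXXC (added from a 7 uM solution) was preincubated 5 min at ambient with pinned compounds in 50 mM Tris-HCl pH 7.5, 50 mM NaCl, 1 mM DTT, 0.05% BSA. Fluorescein-labeled HOX-A9 DNA (50 nM solution) followed, 30 min, then polarization read.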
S-ASM inh: inhibitors of human secretory acid sphingomyelinase | P17405 | 340,000 compounds, 0.006% hits | placental ASM, HMU-PC fluorogenic substrate, 60 min | Potency, µM (doses to about 57.5 µM), inactives show at the highest dose activity change, negative = inhibition, hits mostly inhibitors; further: potency means the concentration at half of the fitted maximal effect
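HMU-PC0 cleavage (9 uM final) by human placental ASM, 60 min at 37 °C following 10 min compound exposure at RT; stopped at pH 10, fluorescence Ex 386/Em 447 nm.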
TSHR antag: antagonists of human thyroid stimulating hormone receptor; activity change, negative = inhibition, % at 11.5 µM; 330,000 compounds, 0.2% hits; TSHR-expressing cells, TSH-stimulated cAMP HTRF, 2 h; stronger effect = lower value;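 active means activity change below a set negative limit, meaning inhibition stronger than a set level, cut at about -70% in these data; inconclusive means activity change between two set negative limits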; further: on the % scale 0 is the no-effect control and ±100 the full control effect
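Antagonism was scored as loss of TSH-driven cAMP in TSHR cells, stimulated with 4nM TSH (EC80) for 2 hours at 37 deg C and detected by homogeneous HTRF competition immunoassay.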
Starred values were filed as active, the others as inactive; ? = inconclusive; . = not tested or not shown; [ ] = dose if it differs, or a comment. Unless noted, the call rests on the fitted dose curve; in most records, active means well fitted curve in the direction sought with a large enough effect; inconclusive means small, poorly fitted or top-dose-only effect, or another doubt; inactive means no such curve, though single readings can be large; an effect the other way counts as inactive or inconclusive. Some of the compounds tested. The share of hits here may be higher or lower than overall.

SMILES | Mito fusion yeast | A-T KAP1 phos | MBNL1-CUG inh | TCR activator | Menin MLL FP TR | Integrin act MD | TSG101-PTAP inh | CXXC DNA block | S-ASM inh | TSHR antag
Cc1cc(C(=O)Nc2cccc3c2O[C@@H](CN(C)S(C)(=O)=O)[C@H](C)CN([C@@H](C)CO)C3=O)n(C)n1 | . | 0% | . | 3% | . | 8% | 0% | . | -2% | 0
CCCc1nc2ccccc2c(=O)n1/N=C/c1ccc(O)c(O)c1 | 0% | -7% | 1% | -1% | 13% | -21% | -1% | 6% | -6% | -9
Cc1nonc1NC(=O)N1CCCC1 | 0% | -1% | 23% | . | 23% | -8% | -5% | -5% | 0% | 2
O=C(c1ccc2ccccc2n1)N(CCO)Cc1ccccc1 | 3% | 16% | 5% | 6% | -6% | 3% | -8% | -7% | 0% | 36
NC(=O)c1ccsc1NC(=O)COC(=O)COc1ccc(C=O)cc1 | -3% | 3% | . | -1% | . | -6% | -6% | . | -2% | -21
CCOC(=O)/C(C#N)=C/C1=C(N2CCCC2)CC(C)(CC)OC1 (configuration not stated) | 2% | -5% | 12% | 12% | -4% | 0% | -1% | -6% | -11% | -7
C=CCNC(=O)CC(=O)N/N=C/c1ccc(C(=O)OC)cc1 | -5% | -2% | 27% | 1% | 4% | 3% | -2% | 0% | 6% | 8
COCc1ccc(C(=O)N2CCCCC2C(=O)Nc2ccc(-n3nc(C)cc3C)cc2)o1 (configuration not stated) | -1% | -9% | -2% | -2% | . | 0% | 1% | 3% | 4% | -1
Cc1cccc(N(CC(=O)NC(C)C)C(=O)CCC(=O)Nc2nccs2)c1 | 0% | 5% | -4% | -12% | -1% | -6% | -3% | 3% | 3% | 11
Cn1c(NC(=O)C[n+]2cc(-c3ccc(Cl)c(Cl)c3)n3c2CCC3)cc(=O)n(C)c1=O | 4% | 3% | . | 1%[46.1 µM] | -7% | 13% | -3% | 9% | -10% | -4
O=C(O)Cn1nnn(-c2ccccc2)c1=S | 0% | . | -11% | -1% | -7% | -10% | -10% | -1% | -2% | .
O=C(CN1C(=O)/C(=C/c2ccccc2Cl)SC1=S)NC1C=CS(=O)(=O)C1 (configuration not stated) | -8% | -2% | ? | -12% | . | -24% | -3% | 6% | -2% | -3
O=C(NC1CC1)c1nc(Cn2cc([N+](=O)[O-])cn2)no1 | 1% | 6% | 4% | -6% | . | -11% | -6% | -1% | 1% | -1
O=C(CN(Cc1ccc(F)cc1)C(=O)CNS(=O)(=O)c1ccccc1)NCc1ccco1 | 2% | 7% | 3% | 2% | -8% | 8% | 1% | -1% | 2% | 3
Cc1cc(C)c2c(=O)c3c(oc2c1)C(=O)N(CCO)C3c1cccc(O)c1 (configuration not stated) | 2% | 4% | ? | -7% | 7% | 23% | -5% | -7% | 0% | 7
O=C(NCCCNc1ccnc2cc(Cl)ccc12)c1ccccc1F | -6% | 0% | -9% | -3% | -5% | -57%[inhibitor] | -2% | 17% | 3% | 11
CC(NC(=O)Cn1cnc2c1c(=O)n(C)c(=O)n2C)c1ccccc1 (configuration not stated) | -4% | -7% | -4% | 4% | 22% | -16% | -2% | 1% | 4% | -13
O=C(CN(CC1CCCO1)C(=O)CNS(=O)(=O)c1ccc(F)cc1)NC1CCCCC1 (configuration not stated) | -3% | 5% | 1% | 5% | . | 1% | -2% | 1% | 5% | 5
CCOC(=O)C1(C(N)=O)OC1(c1ccc(Cl)cc1)c1ccccc1Cl (configuration not stated) | . | . | . | -2% | . | -5% | -8% | . | 0% | .
N#CC(C(=O)NC1CCCCC1)=C1CCCCCC1 | -1% | -9% | 5% | -2%[46.1 µM] | -13% | -7% | -9% | -9% | 5% | 18
O=C(CN(C(=O)CNC(=O)c1ccco1)c1ccc(Cl)c(Cl)c1)NC1CCCCC1 | 3% | 11% | -2% | 2% | -1% | -9% | -6% | -2% | 0% | 0
O=C(COc1ccc(F)cc1)NCC1(N2CCOCC2)CCCCC1 | 0% | 4% | . | 1% | . | 2% | 1% | . | -1% | 10
O=C(CN1C(=O)NC(Cc2ccccc2)C1=O)Nc1ccccc1F (configuration not stated) | -2% | 9% | . | -3% | . | 0% | -5% | . | 4% | 18
Cc1cc(-c2ccc(NS(=O)(=O)c3ccccc3)c(C)c2)ccc1NS(=O)(=O)c1ccccc1 | . | . | . | 8% | . | 17% | -3% | . | -12% | .
CNCc1ccccc1Sc1cccc2ccccc12 | 0% | -4% | 25% | -3%[46.1 µM] | -4% | -52%[inhibitor] | -1% | 1% | 4% | 0
COc1ccc(-c2ccc(CNCCCN3CCOCC3)o2)cc1Cl | 3% | 0% | 1% | -17% | -7% | -34% | 0% | 8% | 3% | -2
CCOc1ccc(N2C(=O)/C(=C/c3cc(OC)c(OC)c(OC)c3)N(CC(=O)OC)C2=S)cc1 | -4% | 7% | -16% | -2% | -15% | -46%[inhibitor] | -1% | -13% | -11% | -11
O=C(c1cccs1)N(C(=O)c1cccs1)c1ccccn1 | 0% | 7% | -4% | -32% | 0% | 3% | -6% | 82%[activator] | 1% | 0
NC(=O)c1ccsc1NC(=O)COC(=O)Cc1n[nH]c(=O)c2ccccc12 | 1% | 0% | . | -3% | . | -8% | -4% | . | -2% | 7
Cc1ccc(S(=O)(=O)N(C)c2ccc(OCC(=O)OCc3cccc(Br)c3)cc2)cc1 | . | . | . | 6% | . | -2% | -6% | . | 1% | .
COc1ccc(CCn2c(-c3ccccc3)nc3c(c(=O)c4ccccc4n3C)c2=O)cc1 | -3% | 1% | . | -6%[46.1 µM] | 0% | . | . | 26% | . | -2
CC(=O)N1CCc2ccccc2C1CC(=O)O (configuration not stated) | 7% | 12% | -2% | -2% | 28% | ? | -2% | -1% | 4% | -2
CC(=O)c1ccc2c(c1)OCCOCCOc1ccccc1OCCOCCO2 | 16% | -11% | -10% | -7% | . | 35% | 0% | 4% | 4% | 0
CCCC1(C(=O)OC)NC(c2cc(OC)c(OC)c(OC)c2)C2C(=O)N(CC)C(=O)C21 (configuration not stated) | -5% | . | -14% | -3%[46.1 µM] | -3% | 6% | -4% | 2% | 2% | 5
CCc1ccc(/C=N/N2CCN(c3ccccn3)CC2)cc1 | 5% | -11% | 3% | -1% | . | -3% | 0% | 1% | 1% | -6
C=CCn1c(Sc2ccccc2)nc2c1c(=O)[nH]c(=O)n2C | 0% | -4% | -14% | -6%[46.1 µM] | 1% | 0% | -3% | 3% | 2% | 8
Cc1cc(SCC(=O)N/N=C/c2ccco2)nc2ccccc12 | -7% | -2% | 17% | 3% | -24% | -8% | -4% | -1% | -2% | 8
O=C1NC(=O)c2cc(NC(=O)C3CCCO3)ccc21 (configuration not stated) | 1% | . | 23% | 2% | 0% | 15% | -9% | -1% | 10% | 2

Full records, looked up by structure. Screens in order: Mito fusion yeast | A-T KAP1 phos | MBNL1-CUG inh | TCR activator | Menin MLL FP TR | Integrin act MD | TSG101-PTAP inh | CXXC DNA block | S-ASM inh | TSHR antag
`CCCC1(C(=O)OC)NC(c2cc(OC)c(OC)c(OC)c2)C2C(=O)N(CC)C(=O)C21` (configuration not stated) across the screens: -5% | . | -14% | -3%[46.1 µM] | -3% | 6% | -4% | 2% | 2% | 5
`CC(=O)N1CCc2ccccc2C1CC(=O)O` (configuration not stated) across the screens: 7% | 12% | -2% | -2% | 28% | ? | -2% | -1% | 4% | -2
`O=C1NC(=O)c2cc(NC(=O)C3CCCO3)ccc21` (configuration not stated) across the screens: 1% | . | 23% | 2% | 0% | 15% | -9% | -1% | 10% | 2
`CCc1ccc(/C=N/N2CCN(c3ccccn3)CC2)cc1` across the screens: 5% | -11% | 3% | -1% | . | -3% | 0% | 1% | 1% | -6
`C=CCn1c(Sc2ccccc2)nc2c1c(=O)[nH]c(=O)n2C` across the screens: 0% | -4% | -14% | -6%[46.1 µM] | 1% | 0% | -3% | 3% | 2% | 8
